# Screens: PubChem BioAssay, National Center for Advancing Translational Sciences (NCATS)
# TRHR enhancer – qHTS for Small Molecule Agonists and Allosteric Enhancers of Human TRH Receptor: Primary Screen for Enhancers. Thyrotropin-releasing hormone receptor (Homo sapiens), P34981. TRHR cells, fluo-8 calcium fluorescence, EC20 TRH enhancement. enhancement, % at 2 µM. actives 0.66% (n = 360,000); in the data active means enhancement above about 30%; further: 0% is about no effect
# Target sequence (P34981 whole entry, looked up): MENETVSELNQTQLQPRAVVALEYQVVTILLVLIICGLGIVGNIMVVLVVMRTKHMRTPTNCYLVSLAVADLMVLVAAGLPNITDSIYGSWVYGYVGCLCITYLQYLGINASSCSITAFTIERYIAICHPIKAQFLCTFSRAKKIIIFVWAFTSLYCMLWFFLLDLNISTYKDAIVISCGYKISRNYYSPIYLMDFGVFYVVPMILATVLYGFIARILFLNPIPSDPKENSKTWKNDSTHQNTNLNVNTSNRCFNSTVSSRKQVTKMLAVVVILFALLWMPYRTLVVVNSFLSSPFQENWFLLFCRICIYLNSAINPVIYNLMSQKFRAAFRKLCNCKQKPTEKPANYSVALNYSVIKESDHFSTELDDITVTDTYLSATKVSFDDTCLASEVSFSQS
#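 Enhancer read-out: after compound pinning and an initial kinetic agonist-mode read, an EC20 of TRH (10 nM final) was injected and fluo-8 calcium signal (Ex 480/Em 530) followed at 1 s/cycle for 100 cycles in TRHR-expressing cells.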
# RXFP1 antag – qHTS Assay for Antagonists of the Relaxin Receptor RXFP1; activity change, negative = inhibition, % at 57.5 µM; actives 0.59% (n = 350,000); HEK293-RXFP1, relaxin-stimulated cAMP HTRF, 30 min; hits give low values;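 active means activity change of -60% or lower, but not beyond a set lower limit; inconclusive means change between -60% and -40%, or beyond the set limit; inactive means change above -40%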; further: on the % scale 0 is the no-effect control and ±100 the full control effect
# RXFP1 ag – qHTS Assay for Agonists of the Relaxin Receptor RXFP1; actives 0.3% (n = 370,000); HEK293T-RXFP1 cAMP TR-FRET, 30 min; response scale: percent of porcine relaxin response, buffer zero; Potency, µM (doses to about 57.5 µM), for inactives: at the highest dose activation, hits mostly activators; further: potency means the concentration at half of the fitted maximal effect; on the % scale 0 is the no-effect control and ±100 the full control effect; nearly all actives have a fitted effect of over 60% in size; many of its hits are not listed in these tables
#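 HEK293T cells stably expressing RXFP1 were pretreated with the PDE4 inhibitor Ro 20174, exposed to compounds for 30 min at 37C, lysed, and cAMP was read by TR-FRET. Data normalized to buffer (basal) and 29 nM porcine relaxin (100%).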
# D1 agonist – Allosteric Agonists of the Human D1 Dopamine Receptor: qHTS | D(1A) dopamine receptor (Homo sapiens), P21728 | HEK293 T-REx D1 cells, calcium flux, agonist mode | activation, % at 2 µM | actives 1% (n = 360,000) | AID 504660, 2011; in the data active means activation above about 30%; further: 0% is about no effect
# Target sequence (P21728 whole entry, looked up): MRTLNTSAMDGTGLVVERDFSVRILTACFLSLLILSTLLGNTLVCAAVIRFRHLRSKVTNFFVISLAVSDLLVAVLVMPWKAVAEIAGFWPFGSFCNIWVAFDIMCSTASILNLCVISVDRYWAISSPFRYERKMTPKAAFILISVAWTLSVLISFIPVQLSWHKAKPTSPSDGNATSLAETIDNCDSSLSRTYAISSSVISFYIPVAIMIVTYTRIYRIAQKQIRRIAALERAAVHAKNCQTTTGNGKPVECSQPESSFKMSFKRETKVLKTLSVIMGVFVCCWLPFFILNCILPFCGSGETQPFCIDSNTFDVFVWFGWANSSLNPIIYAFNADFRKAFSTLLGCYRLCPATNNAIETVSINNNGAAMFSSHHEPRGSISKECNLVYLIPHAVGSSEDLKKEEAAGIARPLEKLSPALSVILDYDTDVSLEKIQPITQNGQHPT
#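 Inducible HEK293 T-REx D1 cells, force-coupled to calcium signalling, were plated at 4000 cells/well with tetracycline and held overnight at 30 C. After no-wash calcium dye loading, compound-evoked calcium rise over 180 s flagged agonists.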
# D1 PAM – Potentiators of Human D1 Dopamine Receptor: qHTS. D(1A) dopamine receptor (Homo sapiens), P21728. HEK293 TREx D1 cells, calcium flux, dopamine EC20 potentiation. potentiation, % at 10 µM. actives 0.036% (n = 360,000); in the data active means potentiation above about 30%; further: 0% is about no effect
# D2 potentiator – HTS Assay for Positive Allosteric Modulators of the Human D2 Dopamine Receptor: Primary Screen for Potentiators; HEK293 T-REx D2, calcium flux, EC20 dopamine potentiation; potentiation, % at 10 µM; actives 0.34% (n = 340,000); AID 485347, 2010;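 active means potentiation over 3 SD above the plate norm, cut at about 30% in these data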; further: 0% is about no effect
#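 Potentiation of an EC20 dopamine calcium response measured kinetically over 180 s, after a preceding 180 s compound-only read flagging agonists. Cells: inducible Hek293 Trex D2 line, 4000/well, cultured overnight at 30 C before dye loading.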
# TRHR agonist – qHTS for Small Molecule Agonists and Allosteric Enhancers of Human TRH Receptor: Primary Screen for Agonists; Thyrotropin-releasing hormone receptor (Homo sapiens), P34981; TRHR cells, calcium flux fluo-8, FDSS agonist mode; activation, % at 2 µM; actives 0.18% (n = 360,000); in the data active means activation above about 30%; further: 0% is about no effect
#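 Steps: seed TRHR cells overnight; add fluo-8 no-wash Ca dye, RT 30 min–1.5 h; record 10 s baseline; pin-transfer compounds; monitor fluorescence 1 cycle/s for the agonist window. Calcium increases flag candidate agonists.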
# Anesthetic bind – qHTS Assay for Identification of Novel General Anesthetics; actives 0.074% (n = 350,000); Potency, µM (titrated, usually from 77.5 µM), without a hit: top-dose activity change, negative = displacement, hits mostly inhibitors; apoferritin/1-aminoanthracene competitive binding, fluorescence; further: potency means the concentration at half of the fitted maximal effect; on the % scale 0 is the no-effect control and ±100 the full control effect; nearly all actives have a fitted effect of over 20% in size
# Target sequence (P02791 2-175 limits assumed): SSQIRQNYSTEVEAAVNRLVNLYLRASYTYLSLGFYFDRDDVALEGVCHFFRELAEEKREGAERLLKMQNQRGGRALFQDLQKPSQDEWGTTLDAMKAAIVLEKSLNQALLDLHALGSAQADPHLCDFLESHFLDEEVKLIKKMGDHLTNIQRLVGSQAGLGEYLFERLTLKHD
#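 Concentration-response curves derived by four-parameter Hill fitting of normalized fluorescence, where compounds displaced 1-AMA from 10 uM horse apoferritin following a brief 10 min room-temperature incubation; propofol titration acted as positive control.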
# D1 antagonist – Antagonist of Human D 1 Dopamine Receptor: qHTS. actives 3.2% (n = 360,000). activity change, negative = inhibition, % at 10 µM. AID 504652, 2011. D(1A) dopamine receptor (Homo sapiens), P21728. HEK293 TREx D1 cells, calcium flux, dopamine EC80; hits give low values; in the data active means activity change below about -30%; further: on the % scale 0 is the no-effect control and ±100 the full control effect
#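 Inducible Hek293 Trex D1 cells (tetracycline, overnight, 30 C). Calcium dye 30–90 min RT. Antagonist mode: EC80 dopamine added after 180 s compound read.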
# Active calls of the source: *; ? = inconclusive; . = no result given; & = joins results of further samples. Unless noted, the call rests on the fitted dose curve; in most records, active means well fitted curve in the direction sought with a large enough effect; inconclusive means small, poorly fitted or top-dose-only effect, or another doubt; inactive means no such curve, though single readings can be large; an effect the other way counts as inactive or inconclusive.
SMILES,TRHR enhancer,RXFP1 antag,RXFP1 ag,D1 agonist,D1 PAM,D2 potentiator,TRHR agonist,Anesthetic bind,D1 antagonist
COc1ccc(NS(=O)(=O)NC(=O)c2c[nH]c3ccccc23)cc1,1,-22,-3.3%,0,-1,7,0.5,-1%,-12
Cc1cc(NC(=O)CSc2nc3ccccc3c(=O)n2Cc2ccc(F)cc2)no1,-4,10,?,4,-5,-7,0.0,-18%,-16
CCN(CC)CCNC(=O)c1cn(CCOC)c(=O)c2c1c1ccccc1n2C,-7&4,1&-20,1.8%&6.5%,1&-2,6&1,-5&5,-0.6&0.4,-6%&4%,-5&-12
CC1CCc2c(sc(NC(=O)CCC(=O)O)c2C(=O)NC2CC2)C1 (centres undefined),0,-6,2.3%,4,-2,5,0.2,-2%,16
CC(C)(C)c1cc(NC(=O)c2c(F)cccc2Cl)n(-c2ccccc2)n1,2,-6,2.6%,2,-1,4,0.3,1%,5
COc1ccc2c(c1OC)C(=O)N(c1nc(SC)n[nH]1)C2=O,4,2,-1.5%,-1,-4,-1,0.6,5%,19
CCOC(=O)c1nc(C)nc(Sc2n[nH]c(-c3ccc(C(C)(C)C)cc3)n2)c1C,-5,-12,2.2%,2,-3,-6,2.2,-22%,18
CCC(CC)NC(=O)COC(=O)c1cc(Br)ccc1Cl,23,.,4.7%,0,-5,12,-0.7,?,-36*
CCC(C)NC(=O)Nc1ccc(F)c(Cl)c1 (centres undefined),1,-9,-1.2%,15,-5,6,0.4,-11%,-22
CCc1ccccc1NC(=S)N(Cc1cccnc1)Cc1ccco1,-2,-1,7.8%,5,-4,-9,-0.6,-12%,9
CCOC(=O)N1CCN(C(=O)CCn2c(=S)[nH]c3ccsc3c2=O)CC1,39*,-27,8.1%,-1,-4,27,-1.4,-5%,-49*
CCOC(=O)Nc1ccc2c(c1)N(C(=O)C(C)N1CCCC1)c1ccccc1CC2 (centres undefined),4,0,1.9%,7,-3,-5,1.3,-15%,-5
CC1=C(C(=O)Nc2cccc(C(=O)NC(C)C)c2)SCCO1,7,3,-1.0%,2,4,1,-0.3,11%,4
Cc1oc(-c2ccccc2)nc1CS(=O)CC(=O)NC1CCCC1 (centres undefined),-2,1,2.9%,-1,-9,0,0.0,-19%,23
Cc1ccc2nc(SCC(=O)N3CCCC3)[nH]c2c1,4,-7,-0.2%,1,-5,.,-0.3,-8%,-3
O=C(CN1CCN(Cc2ccccc2)CC1)N1CCCCCC1,-7,7,-0.4%,7,-4,-1,0.7,-14%,4
CC1Cc2cc(/C(O)=C3/C(=O)C(=O)N(CCN4CCOCC4)C3c3cccc(Cl)c3)ccc2O1 (centres undefined),16,19,22%,6,-1,17,0.3,-18%,-6
COc1ccc(C2(C(=O)NCc3ccco3)CCCC2)cc1OC,-8,-4,-2.6%,1,-10,-4,-0.2,-14%,20
CC(C)COc1cccc(C(=O)N(CC(=O)Nc2ccccc2C(F)(F)F)Cc2ccco2)c1,-11,-4,2.2%,24,.,-14,0.9,.,9
COc1ccc(CCn2c(C)cc(C(=O)COC(=O)c3cnc(C)cn3)c2C)cc1,9,-9,0.7%,4,-6,.,0.0,.,-9
CCCC(CCC)C(=O)Nc1nnc2n1CCS2,-4,.,0.6%,0,-4,6,0.5,11%,-3
CCOC(=O)CNC(=O)c1c2c(nc3ccccc13)CCCC2,0,-11,2.0%,0,4,5,0.0,-11%,21
COc1ccc(NC(=O)CN(C)C(=O)c2cccc(S(=O)(=O)N3CCCc4ccccc43)c2)cc1,-2,-19,1.1%,5,-5,-3,0.4,.,2
O=C(Cn1cc(C(=O)C(F)(F)F)c2ccccc21)N1CCCCCC1,-2,.,-0.6%,-2,-1,10,-0.8,-20%,0
CC1(C)C(c2ccccc2)=[N+]([O-])C2(CCCCC2=O)N1O (centres undefined),6,2,0.3%,2,-2,4,0.3,-4%,-8

# Next section.
SMILES,TRHR enhancer,RXFP1 antag,RXFP1 ag,D1 agonist,D1 PAM,D2 potentiator,TRHR agonist,Anesthetic bind,D1 antagonist
CC1CCCC(C)N1CC(O)Cn1c2ccccc2c2ccccc21 (centres undefined),0,-6,2.6%,6,-3,12,1.3,-3%,2
COC(=O)c1ccc(COc2cccc3c2CCN(Cc2ccccc2)C3=O)o1,-10,-7,0.7%,27,-5,3,3.2,-10%,-3
OCCC1CN(Cc2cccn2-c2cccnc2)CCN1C1CCCCC1 (centres undefined),-5,-7,-1.1%,3,-4,9,0.3,-8%,-7
CCCc1nnc(NC(=O)c2ccc([N+](=O)[O-])cc2)s1,-1,-6,0.8%,3,-8,-4,-1.1,-5%,6
O=C(Nc1cccc(C(F)(F)F)c1)c1cccnc1NCCO,-9,-10,2.4%,2,-6,5,-1.2,-3%,-19
O=C(COC(=O)C1CCC1)Nc1ccc(Oc2ccccc2)cc1,-4,16,-4.7%,4,-2,5,-0.4,-19%,-14
Cc1ccc(C)c(NC(=O)C2CCCN2S(=O)(=O)c2ccc3c(c2)n(C)c(=O)c(=O)n3C)c1 (centres undefined),2&-18,9,9.5%&6.8%,-1&-3,1&-4,-2&-3,0.2&0.0,-5%&-7%,7&10
O=c1[nH]c(C2CCN(S(=O)(=O)c3ccc(S(=O)(=O)NC4CC4)cc3)CC2)nc2c1nnn2Cc1cccc(F)c1,-5,-9,1.4%,5,7,5,0.8,4%,7
CCc1cccc(NS(=O)(=O)c2c(C)n[nH]c2C)c1,3,6,-2.2%,0,-1,3,-0.1,6%,6
CCOC(=O)C1=CC[C@H]2c3c(c4ccccc4n3C)C(=O)C1N2S(=O)(=O)c1ccc(C)cc1,-2,.,-0.2%,2,-2,8,0.6,.,.
COc1ccc(CNC(=O)c2ccc(CS(=O)(=O)c3ccccc3OC)o2)cc1,14,-3,1.1%,0,-4,-7,0.2,-6%,-4
Cc1cccc(OCC(=O)Nc2ccc3c(c2)N(C)C(=O)c2ccccc2S3)c1,2,-8,3.5%,8,0,12,0.2,-5%,-10
O=C1NC(=Nc2ccc(F)cc2)SC1Cc1ccc(F)cc1 (centres undefined),1,-5,0.3%,1,-1,-1,-0.6,-13%,-3
CCOc1ccccc1NC=C1C(=O)OC2(CCCCC2)OC1=O,3,-19,3.0%,0,0,0,-0.1,3%,-5
Cc1ccc(CN(Cc2ccco2)C(=S)Nc2ccccc2C)cc1,6,-1,-0.1%,1,-6,5,-0.3,-11%,-9
CC(=O)Nc1cccc(Oc2ccc([N+](=O)[O-])cc2Cl)c1,-2,6,-0.7%,2,4,-2,-0.1,-23%,0
O=C(Nc1ccc(NC(=O)c2ccccc2Cl)cc1)c1cccnc1,0,2,-0.6%,4,-12,.,1.6,5%,-2
COc1ccc(-c2nn(CC(=O)NCCc3ccccc3)c(=S)n2C)cc1,1,-8,1.5%,0,-1,9,-0.5,2%,-5
CCOc1ccc(-c2nc(C#N)c(N3CCN(CC)CC3)o2)cc1,0,-10,1.1%,1,1,0,-0.3,-15%,-1
O=C(N/N=C/c1cn[nH]c1-c1ccccc1)c1ccco1,1,2,-0.7%,3,-6,13,0.5,-8%,-8
COc1ccc(N2C(=O)CC(Nc3ccc(C(=O)O)cc3)C2=O)cc1OC (centres undefined),-2,3,0.3%,2,2,-3,0.9,-2%,12
CCCCNC(=O)O/N=C(\N)CS(=O)(=O)C(C)(C)C,14,6,1.1%,2,8,10,1.1,2%,3
COc1cccc(CNC(=O)CNS(=O)(=O)c2ccc3nc(C)sc3c2)c1,-4,4,-1.0%,-1,-2,-6,0.5,3%,9
Cc1cccc(C(=O)NCC(=O)NC2CCC(C)CC2)c1 (centres undefined),5,-11,-0.9%,-1,-5,1,0.1,.,-9
Cc1cc(=S)[nH]c(=S)[nH]1,-2,11,-1.2%,1,0,2,0.5,7%,10

# Entries above printed as active in TRHR enhancer.
compound	TRHR enhancer	RXFP1 antag	D1 agonist	D1 PAM	D2 potentiator	D1 antagonist
CCOC(=O)N1CCN(C(=O)CCn2c(=S)[nH]c3ccsc3c2=O)CC1	39*	-27	-1	-4	27	-49*

# Later entries
SMILES,TRHR enhancer,RXFP1 antag,RXFP1 ag,D1 agonist,D1 PAM,D2 potentiator,TRHR agonist,Anesthetic bind,D1 antagonist
Cc1nc(C(C)N(C)Cc2nc(Cc3ccccc3F)no2)c(C)s1 (centres undefined),-2,-10,-3.9%,4,6,-4,-0.5,-8%,-14
CCSc1nnc(COc2ccccc2)n1CC,3,-2,0.0%,0,-5,-8,-0.7,-13%,12
Cc1cccc(N2CCN(C(=O)CCCn3ncn4c(cc5occc54)c3=O)CC2)c1C,3,.,-1.0%,4,-2,-1,-1.6,?,-25
COc1cc(C2c3[nH]c4ccccc4c3CCN2Cc2cn(C)nc2C)ccc1F (centres undefined),-5,-17,-1.4%,16,2,3,-0.5,2%,-19
S=C(NCCN1CCOCC1)Nc1ccc(Cl)cc1Cl,2,-3,-0.8%,-1,-3,-6,-0.1,-2%,-8
CCOc1ccc(/C=C2\SC(=S)N(C(C(=O)O)c3ccccc3)C2=O)cc1OC (centres undefined),5,-1,2.1%,3,-2,13,0.1,-13%,12
COc1cccc(N(C(=O)Cn2nnc(-c3cccs3)n2)C(C(=O)NC(C)C)c2ccc(C)o2)c1 (centres undefined),0,-23,0.1%,5,1,4,0.8,-15%,-8
CN1CCC(N(C)S(=O)(=O)c2ccc(NC(=O)COc3ccc(F)cc3)cc2)CC1,7,-16,0.6%,24,-8,-14,0.4,.,-26

# In the list so far, these have a CF3 group.
SMILES,TRHR enhancer,RXFP1 antag,RXFP1 ag,D1 agonist,D1 PAM,D2 potentiator,TRHR agonist,Anesthetic bind,D1 antagonist
CC(C)COc1cccc(C(=O)N(CC(=O)Nc2ccccc2C(F)(F)F)Cc2ccco2)c1,-11,-4,2.2%,24,.,-14,0.9,.,9
O=C(Cn1cc(C(=O)C(F)(F)F)c2ccccc21)N1CCCCCC1,-2,.,-0.6%,-2,-1,10,-0.8,-20%,0
O=C(Nc1cccc(C(F)(F)F)c1)c1cccnc1NCCO,-9,-10,2.4%,2,-6,5,-1.2,-3%,-19

# Some of the compounds tested. The share of hits here may be higher or lower than overall.
